HP1b binding inh – HP1-beta chromodomain-methylated histone interaction inhibition; Potency, µM (highest dose often 114 µM), inactives show top-dose activity change, negative = inhibition, hits mostly inhibitors; AlphaScreen HP1-beta / biotin-H3K9me3 peptide binding; AID 540317; 0.56% of 390,000 active; note: potency is the fitted concentration of half-maximal effect; nearly all actives have a fitted effect of over 70% in size; inactives centre near 23
Target sequence (P83916 whole entry, looked up): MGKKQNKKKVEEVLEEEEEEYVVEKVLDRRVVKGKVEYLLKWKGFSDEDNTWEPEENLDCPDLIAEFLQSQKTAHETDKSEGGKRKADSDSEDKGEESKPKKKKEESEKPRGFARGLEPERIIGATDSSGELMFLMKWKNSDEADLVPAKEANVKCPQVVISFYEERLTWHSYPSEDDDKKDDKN
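Compound inhibition of the preformed complex between 50 nM HP1-beta and 50 nM biotinylated H3K9me3 peptide was read by AlphaScreen. Buffer was PBS pH 7.4 with 0.01% Tween-20. Incubations ran 30 min at room temperature, with 10 ug/mL donor/acceptor beads.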
PGK inhibitor – blocks T. brucei phosphoglycerate kinase; Potency, µM (series often up to 57.5 µM), inactives show at the highest dose activity change, negative = inhibition, most hits filed as inhibitors; 0.043% of 380,000 active; P07378; AID 602233; PGK/GAPDH coupled, Kinase-Glo luminescence, 60 min; note: potency is the fitted concentration of half-maximal effect; % is set by controls: 0 for no effect and ±100 for the full control effect; nearly all actives have a fitted effect of over 60% in size
Target sequence (P07378 whole entry, looked up): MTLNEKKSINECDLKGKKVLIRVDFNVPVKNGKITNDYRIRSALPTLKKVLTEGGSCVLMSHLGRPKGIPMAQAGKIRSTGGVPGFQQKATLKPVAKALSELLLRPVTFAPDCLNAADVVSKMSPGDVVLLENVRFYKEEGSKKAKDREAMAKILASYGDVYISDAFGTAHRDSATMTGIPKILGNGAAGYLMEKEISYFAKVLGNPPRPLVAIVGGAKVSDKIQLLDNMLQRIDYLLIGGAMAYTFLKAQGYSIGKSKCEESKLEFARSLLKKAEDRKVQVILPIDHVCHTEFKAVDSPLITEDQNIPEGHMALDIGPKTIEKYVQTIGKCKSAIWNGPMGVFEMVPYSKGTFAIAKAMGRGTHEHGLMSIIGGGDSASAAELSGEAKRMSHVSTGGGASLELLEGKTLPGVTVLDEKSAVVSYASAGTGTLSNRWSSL
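Recombinant glycosomal PGK reaction used 1,3-bisphosphoglycerate generated in-well by GAPDH (100nM final) in 100mM TEA pH 7.6, 5mM MgCl2, 0.01% Tween-20. After 60 minutes at room temperature, ATP was read by Kinase-Glo Plus luminescence end-point.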
G9a block – blocks human histone lysine methyltransferase G9a | Q96KQ7 | G9a H3K9 monomethylation, AlphaScreen, 2 h | Potency, µM (titrated, usually from 102 µM), for the others: top-dose activity, negative = inhibition, usual class: inhibitors | 8.8% of 350,000 active; note: potency is the fitted concentration of half-maximal effect; % is set by controls: 0 for no effect and ±100 for the full control effect; nearly all actives have a fitted effect of over 75% in size
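G9a (20 nM) preincubated 15 min RT with compounds, then 500 nM biotinylated H3K9 peptide and 20 uM SAM added; 2 h RT reaction. Monomethyl-H3K9 product detected by AlphaScreen with anti-H3K9me1 antibody, streptavidin donor and anti-rabbit IgG acceptor beads.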
PI4K2A block – inhibitors of human PI4K2A; 0.13% of 420,000 active; purified PI4K2A, ADP-Glo luminescence, 1 h; hits give low values; Q9BTU6; activity change, negative = inhibition, % at 76.9 µM; in the data active = activity change below about -50%; inconclusive = mostly about -30% to -49%;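 note: -100% = wells without enzyme as full effect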
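In this quantitative HTS, ADP production by PI4K2A was quantified luminescently after 1 h at ambient temperature; 100 microM adenosine served as plate-quality control.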
Pin1 inh – blocks the human prolyl isomerase Pin1. Q13526. Pin1 FP peptide displacement, HiFluor488, 10 min. Potency, µM (top dose mostly 115 µM), for inactives: at the top dose activity, negative = inhibition, actives largely listed as inhibitors. 0.009% of 390,000 active. AID 504891; active = well fitted inhibition curve with a large enough effect in the polarisation, with a control signal flat, not every such curve was filed as active; inconclusive = small, poorly fitted or top-dose-only effect, or effect the other way, or a change in a side signal; inactive = no such curve, though single readings can be large or run the other way; the % refers to the polarisation; note: potency is the fitted concentration of half-maximal effect; % is set by controls: 0 for no effect and ±100 for the full control effect
JMJD2A Tudor – inhibitors of human JMJD2A Tudor domain | AlphaScreen JMJD2A-Tudor / H3K4me3 peptide binding | Potency, µM (titrated, usually from 114 µM), inactives show top-dose activity change, negative = inhibition, hits mostly inhibitors | 4.4% of 390,000 active; note: potency is the fitted concentration of half-maximal effect; % is set by controls: 0 for no effect and ±100 for the full control effect; nearly all actives have a fitted effect of over 50% in size
ERG Ets-DNA blk – inhibitors of human ERG Ets domain-DNA interaction | P11308 | fluorescence polarization, His-ERG Ets domain / labelled DNA | Potency, µM (highest dose often 76.9 µM), for the others: top-dose FP activity, negative = inhibition, usual class: inhibitors | 0.028% of 370,000 active | AID 624246; active = well fitted inhibition curve with a large enough effect in the polarisation, with a control signal flat; inconclusive = small, poorly fitted or top-dose-only effect, or effect the other way, or a change in a side signal; inactive = no such curve, though single readings can be large or run the other way; the % refers to the polarisation;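 note: polarization taken with two DNA probes labelled with fluorescein and Texas red; potency is the fitted concentration of half-maximal effect; % of control where 0% means no effect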
Target sequence (P11308 whole entry, looked up, the tested form may be a part): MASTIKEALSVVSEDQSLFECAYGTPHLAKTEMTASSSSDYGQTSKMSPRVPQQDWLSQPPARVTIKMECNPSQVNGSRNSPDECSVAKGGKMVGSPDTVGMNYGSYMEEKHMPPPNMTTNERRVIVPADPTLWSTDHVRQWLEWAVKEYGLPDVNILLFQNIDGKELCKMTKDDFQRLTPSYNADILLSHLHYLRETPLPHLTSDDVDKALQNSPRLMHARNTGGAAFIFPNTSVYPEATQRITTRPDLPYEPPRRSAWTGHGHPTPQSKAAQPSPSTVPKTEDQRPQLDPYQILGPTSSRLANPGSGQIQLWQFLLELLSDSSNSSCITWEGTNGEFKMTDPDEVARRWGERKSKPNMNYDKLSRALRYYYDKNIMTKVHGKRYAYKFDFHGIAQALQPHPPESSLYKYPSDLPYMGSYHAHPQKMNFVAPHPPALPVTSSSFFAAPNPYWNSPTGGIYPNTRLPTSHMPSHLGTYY
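His-tagged ERG Ets domain (1 uM in the protein solution; 300mM KCl, 50mM Tris-HCl, 1mM EDTA, 1mM DTT, pH 7.5) received compound, then a probe mix of 5 nM fluorescein-DNA and 100nM Texas-615-DNA. Fluorescence polarization was read for both dyes.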
GLS inhibitor – inhibitors of human glutaminase (GLS); GLS enzymatic activity, qHTS titration; Potency, µM (top dose mostly 45.5 µM), without a hit: top-dose activity change, negative = inhibition, most hits filed as inhibitors; 0.21% of 410,000 active; note: potency is the fitted concentration of half-maximal effect; % is set by controls: 0 for no effect and ±100 for the full control effect
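Read-out is an Amplex red fluorescence increase coupled through glutamate oxidase and HRP, measured before and after 30 min room-temperature incubation. hKGA is in 45 mM KH2PO4 (pH 8.2) with 0.02% Tween-20; glutamine added as 1mM solution.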
BAZ2B inh – inhibitors of human BAZ2B bromodomain | Q9UIF8 | AlphaScreen BAZ2B-H3K14Ac peptide displacement | Potency, µM (doses to about 114 µM), for inactives: at the highest dose activity change, negative = inhibition, hits mostly inhibitors | 4.4% of 360,000 active; note: potency is the fitted concentration of half-maximal effect; % is set by controls: 0 for no effect and ±100 for the full control effect; nearly all actives have a fitted effect of over 60% in size
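Compounds, titrated to a top concentration of 110 uM, were incubated 30 min at room temperature with preformed BAZ2B/acetyl-K14 H3 peptide complex (50 nM each). Proximity signal was measured by AlphaScreen after 20 min with beads.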
* hit, by the source's call; i = inactive; ? = inconclusive; / = no result given; & = joins results of further samples; [ ] = dose if it differs, or a comment. Unless noted, calls come from the whole dose curve; as a rule, active = well fitted curve in the direction sought with a large enough effect; inconclusive = small, poorly fitted or top-dose-only effect, or another doubt; inactive = no such curve, though single readings can be large; an effect the other way counts as inactive or inconclusive.

SMILES	HP1b binding inh	PGK inhibitor	G9a block	PI4K2A block	Pin1 inh	JMJD2A Tudor	ERG Ets-DNA blk	GLS inhibitor	BAZ2B inh
Oc1cccnc1CN1CCOCC1	30.2%	8.9%	/	-7.5	-7.5%	7.94µM*	4.4%	-5.0%	/
Cc1ccc2cc(C=O)c(N3CCOCC3)nc2c1C	76.9%[activator]	3.8%	?	-0.7	3.8%	24.8%	0.8%	?	8.4%
COc1cccc(NC(=O)c2ccccc2-c2ccccc2)c1	32.5%	0.6%	-24.7%	-5.1	-1.6%	-9.1%	0.8%	2.2%	-12.5%
COC(=O)c1c(-c2ccc(OC)cc2)oc2ccc(-c3cc(OC)c(OC)c(OC)c3)cc12	65.0%[activator]	i	/	-1.6	0.8%	16.7%	-12.2%	-5.1%	/
COc1ccc(Oc2ccc(-c3ccn[nH]3)cc2)cc1	36.8%	i	/	2.3	-0.2%	1.3%[57.1 µM]	-0.9%	4.4%	-9.5%
COc1ccccc1N(CC(=O)N(c1ccccc1)C(C)C)S(=O)(=O)c1cccs1	-1.3%	1.5%	0.4%	6.0	34.3%[activator]	-18.2%	95.3%[activator]	1.7%	/
COc1ccc(-n2nc(C(=O)NCC(=O)NCc3cccc(F)c3)c3ccccc3c2=O)cc1Cl	19.9%	3.5%	21.3%	-0.2	21.5%	-2.1%	5.9%	-8.2%	5.7%
CCCN(C(=O)CCn1cnc2onc(-c3ccc(F)cc3)c2c1=O)c1ccccc1C	12.8%	i	-18.7%[59 µM]	-7.5	3.3%	-17.5%	7.9%	-2.8%	3.1%[57.1 µM]
CCCc1c(-c2ccc(O)cc2)nn(-c2ccc(O)cc2)c1-c1ccc(O)cc1	22.2%	0.4%	34.6%[activator][59 µM]	2.2&1.7	-1.5%	-29.0%	?	1.9%	?
O=C(/C=C/c1ccco1)NC(=S)Nc1ccc(N2CCOCC2)c(Cl)c1	5.1%	i	?	-0.2	3.3%	-22.3%	8.3%	5.5%	-7.7%[57.1 µM]
COc1ccc(CNC(=O)C2COc3ccccc3O2)cc1 (centres undefined)	51.6%[activator]	-2.1%	18.5%[59 µM]	1.1	2.2%	-0.6%	0.9%	-1.9%	6.5%
COc1ccc(NC(=O)NC2COc3ccccc3C2)cc1Cl (centres undefined)	11.7%[57 µM]	i	-1.0%[59 µM]	1.8	-5.1%	-18.5%	-4.4%	-11.3%	1.1%
Cc1c(NS(=O)(=O)c2ccc3c(c2)CCN3C(=O)C2CC2)c(=O)n(-c2ccccc2)n1C	36.5%	6.1%	11.5%[0.501 µM]	-10.1	-0.3%	4.0%	-7.7%	1.6%	?
Cc1ccc(NC(=O)c2c(NC(=O)Cc3ccccc3)sc3c2CCC3)cc1	27.2%	10.9%	0.3%[59 µM]	-0.3	6.3%	-14.7%	-9.2%	1.4%	-1.5%
CN(C)/C=N/N(C)c1ncccc1[N+](=O)[O-]	17.2%	-3.0%	?	3.9	-0.9%	-12.2%	-2.1%	8.3%	-0.1%
CC(C)n1c(=O)c2oc3ccccc3c2n(Cc2ccccc2F)c1=O	23.2%	i	0.3%[59 µM]	-7.9	3.8%	-7.7%	-6.4%	1.8%	-11.9%
CN(C)c1cc[n+](CC(=O)c2cccs2)cc1	8.0%	-6.6%	18.9%	-4.1	-0.1%	-15.6%	8.5%	-6.9%	-1.8%
COc1ccc(Nc2nc(N)nc(CN(C)C3CCCCC3)n2)cc1	13.3%	i	3.6%	-2.7	2.9%	44.7µM*	2.1%	31.6%	31.6µM*
C/C=C/C(=O)OCC(=O)Nc1ccc(OC)c(Cl)c1	11.5%	-7.2%	23.8%[59 µM]	-10.8	-5.8%	-11.5%	1.1%	2.5%	8.2%
COc1ccc(C(=O)Nc2cccc(NC(=O)c3cccs3)c2)cc1	26.8%	-8.3%	29.7%	9.3	7.8%	-3.8%	-11.2%	-5.8%	-21.9%
Cc1cc(C)cc(NC(=O)CSc2nc3ncccc3[nH]2)c1	41.2%[activator]	-3.2%	-4.3%[59 µM]	-10.2	-4.1%	-1.3%	1.6%	6.4%	4.3%
OCCC1CN(Cc2cnc(N3CCCC3)s2)CCN1Cc1ccccc1 (centres undefined)	3.6%	-3.2%	-0.1%	0.9	-1.9%	-9.0%	-4.6%	-0.3%	-2.2%
COc1ccccc1CNS(=O)(=O)c1ccc(Cl)s1	24.1%	-8.5%	28.8%	0.7	1.0%	-6.0%	-14.6%	2.3%	-0.1%
COc1ccc(Cl)cc1C(=O)NNC(=O)CCNC(C)=O	4.8%	-9.5%	-2.2%	-4.5	-14.2%	-6.0%	-1.5%	-10.2%	-6.4%
COc1ccccc1NC(=O)c1ccc(NC(=O)c2cc3c(s2)CCC3)cc1	?	1.5%	32.4%[59 µM]	1.5	17.8%	-13.4%	-2.6%	4.9%	-6.4%
(list continues)
SMILES	HP1b binding inh	PGK inhibitor	G9a block	PI4K2A block	Pin1 inh	JMJD2A Tudor	ERG Ets-DNA blk	GLS inhibitor	BAZ2B inh
CN(CC(=O)Nc1ccc(Cl)c(C(F)(F)F)c1)C(=O)c1cccc2cccnc12	17.8%	-11.7%	-0.6%[12.7 µM]	-4.3	2.8%	-15.0%	/	6.1%	7.2%
CCc1nc(NCc2ccco2)c2oc3ccccc3c2n1	0.6%	-5.6%	?	-5.2	18.8%	-27.5%	-5.8%	-11.0%	79.4µM*
CCCNC(=O)c1onc(CSc2cccc(OC)c2)c1C(=O)NCCC	41.6%[activator]	-5.4%	9.7%[12.7 µM]	3.9	-0.7%	-8.5%	7.2%	0.7%	-7.5%
CCCCc1cc(=O)oc2cc(C)cc(OC(C)C(=O)NCc3ccccn3)c12 (centres undefined)	48.2%[activator]	3.9%	24.0%	-1.3	0.6%	4.1%	-7.5%	1.0%	-16.6%
Nc1nnnn1/N=C/C(Br)=C/c1ccccc1	19.5%	-5.3%	-30.8%[59 µM]	0.0	1.8%	-9.6%	-15.7%	-3.2%	-2.3%
Clc1ccc2c(c1)C=Nc1c(NCc3ccccc3)ncnc1O2	31.3%	-1.6%	48.3%[12.7 µM]	3.0	-6.2%	-5.0%	-3.4%	-7.3%	7.9%
CCN(CC)CCCN1C(=O)c2oc3ccccc3c(=O)c2C1c1cccc(OC)c1OC (centres undefined)	26.7%	6.3%	?	1.2	3.4%	-17.4%	-3.9%	21.2%	-10.2%
OCC1(Cc2ccc(F)cc2F)CCCN(Cc2ccc(Cl)cc2)C1 (centres undefined)	60.7%[activator]	-4.5%	11.1%	-17.8	4.6%	-8.2%	17.4%	-9.9%	6.2%
CCCCOC(=O)C1Cc2ccccc2C(=O)O1 (centres undefined)	33.4%	-1.5%	11.5%	4.4	-1.0%	8.7%	-0.5%	2.3%	-1.7%
C=CCOc1ccc(/C(O)=C2/C(=O)C(=O)N(CCCn3ccnc3)C2c2ccco2)cc1 (centres undefined)	18.0%	-7.5%	20µM*	1.4	-2.8%	?	1.7%	1.0%	50.1µM*
CCCN1CCC(NC(=S)Nc2ccc([N+](=O)[O-])cc2)CC1	16.2%	-2.7%	/	-0.8	3.7%	-18.4%	-4.8%	-10.0%	-5.6%
COc1cccc(CCc2nnc(CCC(=O)NCCC3CCCCO3)o2)c1 (centres undefined)	21.9%	-7.9%	10.0%	4.9	-0.4%	-10.3%	0.4%	0.3%	2.3%
COc1ccc(CCNc2c([N+](=O)[O-])ncn2C)cc1OC	27.5%	-2.3%	-1.3%	3.3	-9.5%	8.0%	11.3%	-8.4%	-17.0%
CCOc1cc2c3c(c1)C1(C(=O)N3C(C)(C)C=C2C)C(C#N)=C(N)Oc2cc(O)ccc21 (centres undefined)	-10.9%	-2.5%	-6.1%[12.7 µM]	-1.2	?	?	-11.0%	16.7%	?
O=C(N/N=C/c1cnc(N2CCCCC2)s1)c1ccc(C(F)(F)F)cc1	38.8%	i	4.0%	4.6	84.3%[activator]	-5.1%	4.9%	-8.8%	-12.2%
C=CCn1c(SCC(=O)NC(=O)NCc2ccco2)nc2sc(CC)cc2c1=O	9.2%	-15.2%	-16.9%	-12.8	?	-28.4%	2.5%	-1.1%	5.2%
O=C(Cn1cnc2ccccc2c1=O)N1CCN(Cc2ccc3c(c2)OCO3)CC1	4.4%	-3.9%	-31.6%[59 µM]	2.0	0.9%	-7.9%	-2.1%	3.2%	-1.3%
CCC(C)[C@H](NC(=O)NCc1ccc(S(N)(=O)=O)cc1)C(=O)OC (some centres undefined)	31.4%	i	-1.0%[59 µM]	2.9	-5.1%	-6.9%	12.7%	1.0%	-1.1%
Cc1c(CN2CCCCC2)c(O)n(CCCO)c(=O)c1C#N	22.6%	4.2%	44.7µM*	-15.2	?	-17.1%	?	12.2%	-8.2%
CCC(C)Sc1ccc([C@H]2N[C@@](C)(C(=O)OC)[C@H]3C(=O)N(C)C(=O)[C@@H]23)cc1 (some centres undefined)	52.1%[activator]	i	/	-0.1	-2.1%	-3.5%	2.6%	-0.5%	/
CCc1ccccc1Nc1nc2ccccc2c2nncn12	57.8%[activator]	-5.0%	24.8%[59 µM]	-2.3	5.5%	9.2%	0.2%	1.2%	8.6%
O=C(CCCC(=O)N/N=C\c1ccccn1)N/N=C\c1ccccn1	46.5%[activator]	5.0%	?	-1.4	3.9%	-8.9%[57.1 µM]	-7.2%	12.8%	?
O=C(NCc1ccccc1Cl)c1cccc(NC2=NC3CS(=O)(=O)CC3S2)c1 (centres undefined)	40.6%[activator]	-0.8%	33.9%	-4.7	-0.4%	-0.7%	7.9%	-3.3%	-14.7%

Rows are unselected; about 11% have a hit in one of these screens.
